H9c2 TAG inh: inhibitors of triacylglycerol accumulation; AID 651582; hit rate 0.66% among 230,000; H9c2 cells, Nile Red lipid (TAG) fluorescence; cells loaded with 200 µM oleic acid; inhibition, % at 12.5 µM;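 active = pattern-corrected inhibition of lipid staining of at least 50% with the nuclear-stain viability signal not falling by more than 50%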;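 note: 0% = DMSO wells and 100% = triacsin C control wells; some results filed as inactive read as strong as hits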
H9c2 TAG inh DAPI viability: recorded beside H9c2 TAG inh, whose call it bears; DAPI nuclei signal change (viability), lower = more cytotoxic, %;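 whole-well DAPI fluorescence read on a plate reader as a viability signal; minus 50 percent equals half of cells still viable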
Numbers without * were called inactive. Only part of the results is shown; the hit share may differ from the screen's.

SMILES | H9c2 TAG inh | H9c2 TAG inh DAPI viability
Cc1ccc(S(=O)(=O)NNC(=O)Nc2ccc(Cl)c(Cl)c2)cc1 | -4 | -1
O=[N+]([O-])c1ccc(-c2cnc[nH]2)cc1 | -2 | -8
CC(C)CC(NC(=O)OC(C)(C)C)c1cn([C@@H](Cc2cc3ccccc3[nH]2)C(=O)N2CCN(C(=O)OC(C)(C)C)CC2)nn1 (stereo not given in full) | 22 | -7
COc1ccc(Cl)cc1NC(=O)CN(C)C(=O)Cc1n[nH]c(=O)c2ccccc12 | -2 | 10
CCOC(=O)CNC(=O)CSc1nc2ncc(Br)cc2[nH]1 | -2 | -3
CCN(CC)C(=O)CCc1nnc(CCc2c[nH]c3ccccc23)o1 | 10 | -7
O=C(N/N=C/c1cccc(OC(=O)c2ccccc2Cl)c1)c1cccnc1 | 0 | -6
CCOc1cccc(/C=C/c2cc(C(=O)O)c3ccccc3n2)c1OC | 8 | -2
O=C(CNC(=O)c1ccccc1)NCC(=O)OCC(=O)c1ccccc1 | 0 | -3
CCOc1ccc(-n2c(COc3ccccc3)nnc2SCC(N)=O)cc1 | 4 | 4
CCO[C@@H]1OC(C(=O)N2CCCCCCC2)=C[C@H](c2ccc(C(F)(F)F)cc2)[C@H]1CCCO | 28 | 2
COc1cc(NC(=O)c2ccc(-c3cn[nH]c3)c3ccoc23)cc(OC)c1OC | 32 | 3
Cc1ccc(SCCC(=O)NNC(=O)c2ccccc2F)cc1 | -7 | 0
CCCCN(C(=O)/C=C/c1ccc(OC)cc1)C1CCS(=O)(=O)C1 (stereo not given) | 3 | 8
CSCCC(NC(=O)c1ccc(Cl)cc1Cl)C(=O)NCc1ccccn1 (stereo not given) | 3 | 6
NC(=O)CSc1nnc(-c2ccccn2)n1Cc1ccco1 | 8 | -5
c1ccc(CNC2CC3CCC2C3)cc1 (stereo not given) | 0 | 5
CC(=O)c1c(C(C)=O)c(C)n(-c2ccc(N)cc2)c1C | -20 | 12
O=C(Nc1ccccc1Cl)C1C(c2ccccc2)C1(Cl)Cl (stereo not given) | 16 | -13
CC(C)(C)OC(=O)N1CCC[C@@H]1C(=O)N1CCC(C(=O)O)CC1 | -9 | 8

Some of the entries above, reformatted.
SMILES	H9c2 TAG inh	H9c2 TAG inh DAPI viability
Cc1ccc(S(=O)(=O)NNC(=O)Nc2ccc(Cl)c(Cl)c2)cc1	-4	-1
O=[N+]([O-])c1ccc(-c2cnc[nH]2)cc1	-2	-8
CC(C)CC(NC(=O)OC(C)(C)C)c1cn([C@@H](Cc2cc3ccccc3[nH]2)C(=O)N2CCN(C(=O)OC(C)(C)C)CC2)nn1 (stereo not given in full)	22	-7
COc1ccc(Cl)cc1NC(=O)CN(C)C(=O)Cc1n[nH]c(=O)c2ccccc12	-2	10
CCOC(=O)CNC(=O)CSc1nc2ncc(Br)cc2[nH]1	-2	-3
CCN(CC)C(=O)CCc1nnc(CCc2c[nH]c3ccccc23)o1	10	-7

Later entries.
SMILES | H9c2 TAG inh | H9c2 TAG inh DAPI viability
COc1cccc(S(=O)(=O)N(C)C[C@H]2OCc3cnnn3CCCC(=O)N([C@@H](C)CO)C[C@H]2C)c1 | -3 | -8
CC(C)(C)CN1C(=O)C(=O)NC[C@H]1Cc1cccc2ccccc12 | -16 | -2
Cn1cc([N+](=O)[O-])c(C(=O)Nc2ccc(-c3nc4ccccc4o3)cc2)n1 | 87 | -62
COc1ccc(Nc2nc3ccccc3nc2NS(=O)(=O)c2cccs2)cc1 | -6 | 9
CC(C)c1ccccc1OCCNC(=S)NC(=O)c1cccnc1 | -10 | 3
N#CCC(=O)N1CCn2c1nc1ccccc12 | 14 | -4
CCCn1c(SC(C)C(=O)NCC2CCCO2)nc2sc(CC)cc2c1=O (stereo not given) | 6 | -2
O=C(CCC1CCCCC1)Nc1nncs1 | -2 | -4
O=C(c1cccc(Cl)c1)N(Cc1cccs1)C1CCS(=O)(=O)C1 (stereo not given) | 13 | -18
Cc1cc2nc(SC(C)C(=O)O)[nH]c2cc1C (stereo not given) | -5 | -8
CCc1ccc(NC(=S)Nn2cnnc2)cc1 | -15 | 5
O=C1C2C3CCC(C3)C2C(=O)N1CNc1ccccc1 (stereo not given) | 6 | 7
S=c1[nH]nc(-c2cc(-c3ccccc3)n[nH]2)n1/N=C/C=C/c1ccccc1 | 7 | -7
COc1cc(/C=C/CNC[C@H]2O[C@@H](n3ccc(=O)[nH]c3=O)[C@H](O)[C@@H]2O)ccc1O | 9 | 6
O=C(c1ccncc1)N1CCN(c2ccc3ccccc3n2)CC1 | 9 | -1
CCOC(=O)c1c(C)nc2sc(C(N)=O)c(N)c2c1-c1ccc(OC)cc1 | -21 | 0
Cn1c(=O)c2[nH]c(C(O)c3ccc(Cl)cc3)nc2n(C)c1=O (stereo not given) | 0 | 9
CCCCNC(=O)c1ccc(SCC(=O)N(CC)CC)c([N+](=O)[O-])c1 | -3 | 1
Cc1cc(C)c2nc(SCC(=O)Nc3ccccc3N3CCOCC3)c(C#N)cc2c1 | 3 | 2
CC1CCN(c2nc3c(c(=O)[nH]c(=O)n3C)n2Cc2ccccc2)CC1 | -5 | 4

As entered above:
`Cc1cc(C)c2nc(SCC(=O)Nc3ccccc3N3CCOCC3)c(C#N)cc2c1` in H9c2 TAG inh is listed with 3
`CC1CCN(c2nc3c(c(=O)[nH]c(=O)n3C)n2Cc2ccccc2)CC1` in H9c2 TAG inh is listed with -5
`O=C(c1cccc(Cl)c1)N(Cc1cccs1)C1CCS(=O)(=O)C1` (stereo not given) in H9c2 TAG inh is listed with 13

Remaining list, next part.
SMILES | H9c2 TAG inh | H9c2 TAG inh DAPI viability
N#C/C(=C\c1ccc(O)cc1)C(=O)N1CCCC1 | -7 | 1
COc1ccccc1C1CC(c2ccccc2)=NN1C(=S)Nc1ccccc1 (stereo not given) | 6 | -5
Cc1nn(C)c(C)c1CN(Cc1nc(CCC(C)C)no1)C(C)C | -33 | 0
CCC(C)NS(=O)(=O)c1ccc(OCC(=O)NCc2cccnc2)cc1 (stereo not given) | -13 | 8
O=C(CCCCC(=O)OCC1COCO1)OCC1COCO1 (stereo not given) | 6 | 5
CN=C1NN=C(c2cc(C)n(-c3ccc(Cl)cc3)c2C)CS1 | 4 | -5
CSc1ccc(/C=C(/NC(=O)c2ccco2)C(=O)N2CCCCCC2)cc1 | 0 | 10
OCc1cccc(-c2csc(C(O)c3ccco3)n2)c1 (stereo not given) | 4 | 6
Cc1cnc(CN(C)C(=O)c2cc(COc3c(F)cccc3F)on2)[nH]1 | 3 | 2
CC(=O)c1cc(CC=C(C)C)c(O)c(CC=C(C)C)c1O | -4 | -8
Cc1nc2ccccc2n1CCC(=O)O | 16 | 6
CCC(=O)Nc1nc2ccc(S(C)(=O)=O)cc2s1 | 3 | 10
COc1ccc(N2C(=O)C3C4C=CC(c5ccccc5)(C3C2=O)C2C(=O)N(c3ccc(OC)cc3)C(=O)C42)cc1 (stereo not given) | 16 | -9
CC(C)OC(=O)C1C(=O)CC(C)(O)C(C(=O)OC(C)C)C1c1ccccc1 (stereo not given) | 15 | -6
CN(C)c1ccc(C2C3C(=O)N(c4ccc(C(=O)O)cc4)C(=O)C3ON2c2ccccc2)cc1 (stereo not given) | 0 | -3
CN(C(=O)c1cccc(NC(=O)Cc2cccc(NC(=O)C3CCN(C(=O)C4CC4)CC3)c2)c1)C1CCC1 | 29 | 1
Cn1nc(C(=O)NC2CCCc3ccccc32)ccc1=O (stereo not given) | 5 | -9
NNC(=O)c1sccc1OCc1cccc(C(F)(F)F)c1 | 7 | -7
CNC(=O)c1cc(NC(=O)CCn2nc(-c3ccccc3)c3ccccc3c2=O)ccc1OC | 13 | -3
CCOC(=O)c1ccc(NC(=O)CNC(=O)c2ccco2)cc1 | -1 | -6
Cc1ccc(S(=O)(=O)N2CCCN(Cc3nc4ccccc4c(=O)[nH]3)CC2)cc1 | -6 | -1
COc1ccc(N=N/C(=C\O)C(=O)c2ccco2)cc1 | 8 | 2
CC1CCN(c2oc(-c3ccccc3Cl)nc2C#N)CC1 | -1 | -4
CN(C)c1ccc(C(=O)OCC(=O)Nc2ccc(N3CCOCC3)cc2)cc1 | -8 | 4
O=C(NNC(=O)c1cc(Cl)ccc1O)c1cccc(S(=O)(=O)N2CCOCC2)c1 | -5 | -11
COc1cc(C(=O)NCCCCc2ccccc2)cc(OC)c1OC | -4 | 1
CCCCN(C(=O)c1cccc(S(=O)(=O)N2CCN(C)CC2)c1)c1c(N)n(CCCC)c(=O)[nH]c1=O | -13 | 6
CCN(CC)S(=O)(=O)c1ccc(NC(=O)c2cccc3c2C(=O)N(CCOC)C3)cc1 | -4 | 12
O=C(c1cncc(Br)c1)N1CCCc2ccccc21 | -3 | 0
Cc1cc(C)n(CC(=O)NNC(=O)c2ccc(S(C)(=O)=O)cc2)n1 | 13 | 3
COc1ccccc1NC(=O)CN1CC(=O)Nc2ccccc21 | 7 | -4
CN(C(=O)COC(=O)c1cn(-c2ccccc2)nc1-c1ccccc1)C1CCS(=O)(=O)C1 (stereo not given) | 41 | -4
Cc1csc(CNc2ncnc3ccc(-c4ccc5c(c4)OCCO5)cc23)c1 | 4 | -2
OC(C1=CC(=Cc2ccncc2)c2ccccc21)c1ccncc1 (stereo not given) | 5 | 12
CC(=O)N1CCN(S(=O)(=O)c2cccc(C(=O)NCc3ccc(F)cc3)c2)CC1 | -13 | 0
COc1ccc([C@H]2CC(=O)C=C(c3cccc(OC(F)(F)F)c3)C2)cc1 | -3 | 3
CCOC(=O)N1CCC(N2C(=O)c3ccccc3C2=O)CC1 | 17 | -9
O=C(CCN1CCN(S(=O)(=O)c2ccc(Br)cc2)CC1)Nc1ccccc1F | 8 | -3
CC(C)C(=O)Nc1ccc(NC(=O)c2cccc(F)c2)cn1 | -10 | 7
Cc1ccc(C)c(NC(=O)Cn2nnc(-c3ccc(N4CCOCC4)cc3)n2)c1 | 28 | -33

Next part, starting with the last 4 of the part before.
SMILES | H9c2 TAG inh | H9c2 TAG inh DAPI viability
CCOC(=O)N1CCC(N2C(=O)c3ccccc3C2=O)CC1 | 17 | -9
O=C(CCN1CCN(S(=O)(=O)c2ccc(Br)cc2)CC1)Nc1ccccc1F | 8 | -3
CC(C)C(=O)Nc1ccc(NC(=O)c2cccc(F)c2)cn1 | -10 | 7
Cc1ccc(C)c(NC(=O)Cn2nnc(-c3ccc(N4CCOCC4)cc3)n2)c1 | 28 | -33
COCC(=O)Nc1cc(OC)c(Cl)cc1OC | 27 | -15
Cc1ccc(-c2ccc(CCC(=O)O)n2NC(=O)c2ccco2)cc1 | 2 | -7
Cc1ccc(NC(=O)Nc2cc(Cl)ccc2C2COC(=O)C2=N)cc1 (stereo not given) | 2 | 4
Cc1c(Cl)c([N+](=O)[O-])nn1CCCC(=O)Nc1cccc(O)c1 | -19 | -1
O=C(N/N=C/c1ccc(N2CCOCC2)o1)c1cccc(F)c1 | -7 | -6
Cc1ccccc1N1CC(C(=O)O)CC1=O (stereo not given) | -18 | 2
CCC(Sc1nc2ccccc2s1)C(=O)Nc1cc(C)on1 (stereo not given) | 26 | -7
COc1ccc2[nH]c(C)c(CCNC(=S)Nc3cccc(C)c3C)c2c1 | -8 | 5
CCOC(=O)CSc1nc2c(sc(=S)n2-c2ccc(OCC)cc2)c(=O)[nH]1 | 14 | -2
CCOP(=O)(OCC)C(Nc1ccc(F)cc1)c1ccccc1 (stereo not given) | -5 | 8
Cc1ccc(NC(=O)CSc2nnc(-c3ccco3)o2)cc1 | 10 | -2
ClCCn1cnc2c(SCc3ccccc3Cl)ncnc21 | -3 | 4
CC1(C(=O)NS(=O)(=O)c2ccccc2Cl)CCN1C(=O)Cc1ccccc1Cl (stereo not given) | -1 | -2
CCc1ccc(S(=O)(=O)N/N=C\c2ccc([N+](=O)[O-])o2)cc1 | 4 | 0
CC(=O)c1sc(-c2ccccc2)nc1C | 2 | -8
CCCCc1cc(=O)oc2cc(OCC(=O)N(CC)CC)ccc12 | -3 | -11
CCOC(=O)C(=O)Nc1ccccc1C(=O)OC | 5 | -12

Pulled by structure from the list above, four records:
SMILES | H9c2 TAG inh | H9c2 TAG inh DAPI viability
COCC(=O)Nc1cc(OC)c(Cl)cc1OC | 27 | -15
Cc1ccccc1N1CC(C(=O)O)CC1=O (stereo not given) | -18 | 2
CCc1ccc(S(=O)(=O)N/N=C\c2ccc([N+](=O)[O-])o2)cc1 | 4 | 0
Cc1ccc(NC(=O)CSc2nnc(-c3ccco3)o2)cc1 | 10 | -2
